# APJ antagonist: antagonists of human apelin receptor APJ, primary screen, CHO-K1 cells, beta-arrestin complementation, luminescence | P35414 | inhibition, % at 20 µM | hit rate 0.32% among 330,000 | AID 2521, 2010;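 active = inhibition above about 40% at 20 µM, limit read from the data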;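 also: cells challenged with 10 nM apelin-13 agonist together with compound; plate controls were apelin-13 plus DMSO wells for no effect and DMSO wells lacking apelin-13 for full effect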
# CXCR6 block: CXCR6 receptor inhibitors, primary screen, cell-based, beta-arrestin, luminescence, CHO-K1 PathHunter, 1536-well; hit rate 0.36% among 360,000; C-X-C chemokine receptor type 6 (Homo sapiens), O00574; inhibition, % at 20 µM; AID 602244, 2012; in the data active = inhibition above about 34%, passing the limit was not always enough;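 also: antagonist mode with CXCL16 agonist at 10 nM final; 0% = 10 nM CXCL16 with DMSO and 100% = unstimulated wells without agonist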
# UPR CHOP act: activators of apoptotic CHOP UPR arm, primary screen, cell-based, CHO-CHOP luciferase reporter, luminescence, uHTS; AID 449763, 2010; UPR activation; percent of tunicamycin response over DMSO baseline; hit rate 0.34% among 330,000; activation, % at 10 µM;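 active = at 10 µM dose, activation of 40% or more, normalized to positive control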;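 also: 100% = tunicamycin at 10 µg/mL and 0% = DMSO alone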
#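 Dosing – one dose, 10 µM in 0.5% DMSO · System – CHO-CHOP cells, stable luciferase reporter of PERK-eIF2a-CHOP signalling · Input – 500 cells/well · Control set – tunicamycin 10 µg/mL final as positive, DMSO-only wells as negative · Timing – 6 h compound treatment, 37 °C · Measure – % activation vs tunicamycin · Technique – luminescence read with Steady-Glo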
# tim10-1 inh: growth inhibitors of tim10-1 mutant yeast, primary screen, luminescence, uHTS. S. cerevisiae tim10-1 ts strain growth, BacTiter-Glo, 24 h. hit rate 2.2% among 330,000. inhibition, % at 20 µM;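 active = inhibition of at least 40%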;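 also: mutant grown at 25 °C; 0% = DMSO wells with yeast and 100% = wells holding no yeast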
# Mdm2-MdmX inh: inhibitors of human Mdm2-MdmX association, primary screen, cell-based, luminescence, split luciferase, SaOS-2, uHTS. Protein Mdm4 (Homo sapiens) + E3 ubiquitin-protein ligase Mdm2 (Homo sapiens), …. SaOS-2 split-luciferase Mdm2/MdmX complementation. inhibition, % at 8 µM. hit rate 3% among 330,000. AID 485346, 2010;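 active = inhibition of at least 50% at 8 µM in the primary screen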
# Target sequence (O15151 whole entry, looked up): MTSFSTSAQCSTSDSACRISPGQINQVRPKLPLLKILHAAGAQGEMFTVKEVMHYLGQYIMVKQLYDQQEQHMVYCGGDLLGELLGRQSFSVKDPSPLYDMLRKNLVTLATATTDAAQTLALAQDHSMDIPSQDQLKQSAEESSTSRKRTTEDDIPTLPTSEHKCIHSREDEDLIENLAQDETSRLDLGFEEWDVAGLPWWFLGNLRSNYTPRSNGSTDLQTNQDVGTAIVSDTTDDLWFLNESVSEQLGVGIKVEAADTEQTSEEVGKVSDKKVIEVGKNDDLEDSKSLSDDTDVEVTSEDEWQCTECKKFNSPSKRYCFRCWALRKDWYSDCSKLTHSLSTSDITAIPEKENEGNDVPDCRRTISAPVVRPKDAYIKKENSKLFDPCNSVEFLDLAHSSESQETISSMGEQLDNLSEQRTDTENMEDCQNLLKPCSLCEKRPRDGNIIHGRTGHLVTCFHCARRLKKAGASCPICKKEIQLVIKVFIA
# Target sequence (Q00987 whole entry, looked up): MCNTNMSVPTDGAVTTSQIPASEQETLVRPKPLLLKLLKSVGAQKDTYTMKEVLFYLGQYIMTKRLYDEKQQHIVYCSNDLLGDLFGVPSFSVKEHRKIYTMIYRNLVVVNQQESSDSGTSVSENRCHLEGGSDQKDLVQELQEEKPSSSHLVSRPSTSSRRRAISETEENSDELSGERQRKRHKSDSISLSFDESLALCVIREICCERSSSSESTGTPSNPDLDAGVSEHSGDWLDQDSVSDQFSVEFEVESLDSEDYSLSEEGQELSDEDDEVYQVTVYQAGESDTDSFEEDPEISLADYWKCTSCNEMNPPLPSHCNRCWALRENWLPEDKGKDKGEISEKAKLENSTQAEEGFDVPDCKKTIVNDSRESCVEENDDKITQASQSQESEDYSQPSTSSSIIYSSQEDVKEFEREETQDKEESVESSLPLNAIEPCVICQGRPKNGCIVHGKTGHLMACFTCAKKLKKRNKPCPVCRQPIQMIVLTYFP
# APJ ag: agonists of human apelin receptor APJ, primary screen, CHO-K1 cells, PathHunter beta-arrestin, luminescence; hit rate 0.11% among 330,000; activation, % at 20 µM; P35414; 0% DMSO wells, 100% apelin;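 active = activation more than six SD over the plate average, tested at 20 µM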;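 also: 0% = DMSO alone and 100% = apelin-13 at 10 nM; some results filed as inactive read as strong as hits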
#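 system = engineered CHO-K1 APJ arrestin reporter cells | input = 1000 cells per well | timing = overnight seeding, 90 min compound at 25 °C, 1 h detection | measured by = enzyme-fragment complementation luminescence | read-out = beta-arrestin recruitment to APJ as agonist activity, luminescent signal | control set = negative DMSO alone, positive Apelin-13 at 10 nM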
# tim23-1 inh: growth inhibitors of tim23-1 mutant yeast, primary screen, luminescence, uHTS; S. cerevisiae tim23-1 growth, BacTiter-Glo luminescence, 24 h; inhibition, % at 20 µM; hit rate 1.3% among 330,000; AID 463212, 2010;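 active = growth inhibition of the mutant yeast at or above 50%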;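 also: temperature-sensitive mutant grown at 25 °C; plate controls were DMSO-treated mutant yeast for no effect and medium wells lacking yeast for full effect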
# TIM10 inh: growth inhibitors of isogenic TIM10 control yeast, primary screen, counter-screen for tim10-1 yeast inhibitor project, luminescence, uHTS; AID 463195, 2010; S. cerevisiae TIM10 strain growth, BacTiter-Glo luminescence, 24 h; inhibition, % at 10 µM; hit rate 1.4% among 330,000;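 active = inhibition of 40% or more at the single tested concentration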;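 also: wild-type TIM10 isogenic control strain grown at permissive 25 °C; 0% = DMSO yeast wells and 100% = minimal medium wells without yeast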
# UPR XBP1 act: activators of adaptive XBP1 UPR arm, primary screen, cell-based, CHO-XBP1 luciferase reporter, luminescence, uHTS; hit rate 0.33% among 330,000; IRE1-XBP1 UPR activation; percent of tunicamycin response, DMSO as zero; AID 463104, 2010; activation, % at 20 µM;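 active = versus positive control, 20 µM dose yields 30% or more activation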;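 also: 100% = tunicamycin at 10 µg/mL and 0% = DMSO only wells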
#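 Material: CHO-XBP1 cells stably carrying IRE1-XBP1-driven luciferase reporter / Amount: 1000 cells per well / Compound: 20 µM, 1% DMSO / Times: 6 h treatment, 37 °C / Detection: luciferase luminescence / Measure: % activation of reporter signal versus tunicamycin and DMSO controls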
# * marks the source's active call; other numbers are inactive results; / = not tested or not shown. This is a subset, so the mix of outcomes need not match the whole.
SMILES,APJ antagonist,CXCR6 block,UPR CHOP act,tim10-1 inh,Mdm2-MdmX inh,APJ ag,tim23-1 inh,TIM10 inh,UPR XBP1 act
O=C(CNc1cccc(Cl)c1)c1ccc(Cl)cc1,73*,41*,7.9,29,-19,-16,19,9,0
CCCC[C@@H]1C[C@H]1[C@@H](NC(=O)c1cccs1)c1ccc(C(F)(F)F)cc1,5,/,0.4,-7,8,-4,16,6,-3
Cc1ccc(C(C)(C)C)c(OCCN2CCCC2)c1,-11,-3,0.4,-13,-7,-3,5,-2,-2
CCCOc1cccc(C(=O)N(Cc2cccs2)C2CCS(=O)(=O)C2)c1 (stereo not drawn),5,14,-1.7,19,4,0,11,3,-1
Cc1ccc(S(=O)(=O)NC2(C(F)(F)F)NC(=O)N(C)C2=O)cc1 (stereo not drawn),20,-4,0.0,-5,9,-1,-5,-2,-3
O=C(COC(=O)COc1ccccc1)NC1CCCc2ccccc21 (stereo not drawn),2,-4,-0.1,12,-32,-1,16,5,0
CCOC(=O)c1[nH]c2ccccc2c1NC(=O)c1ccc2c(c1)OCO2,21,7,-2.6,0,-1,-1,-9,-13,-2
CCC1=C(OC(=O)N(CC)CC)N2C(=O)OC(=NCC3CC3)[C@]2(C)[C@H]2C1=CC[C@H]1C(=O)N(C)C(=O)[C@H]12,-14,-4,0.9,-6,-1,0,6,8,0
Cc1ccc(Sc2ccncc2S(N)(=O)=O)cc1,2,-3,0.2,22,-18,-3,10,1,-1
CCOc1ccc(CNc2ccc3c(c2)ncn3C)cc1,3,-5,1.4,15,-9,-3,-6,-1,-1
CC(Cl)C(=O)Nc1cc(C(C)(C)C)nn1-c1ccccc1 (stereo not drawn),16,-1,0.8,14,18,-4,16,22,-1
Cc1csc(=O)n1CC(=O)Nc1ccc(C(C)C)cc1,2,5,1.1,24,-3,-2,24,27,2
CN(C)CCO/N=C(\c1ccc(Br)cc1)c1cccnc1,4,3,-0.2,-1,3,-3,6,10,-1
O=C(CS(=O)(=O)c1c[nH]c2ccccc12)NC1CCCCC1,3,-4,-0.4,16,-11,-3,4,-2,0
Cc1ccc(O)c(Nc2nc(-c3ccccc3)nc3ccccc23)c1,-7,9,1.3,18,20,2,29,23,0
Clc1ccc(CN2CCN(/N=C/c3cccnc3)CC2)cc1,-1,-8,-1.1,15,-28,3,10,-13,-2
COc1ccc2[nH]c(=O)c(CN(C)C(=O)COc3ccccc3)cc2c1,2,3,-0.4,2,6,-3,-7,-9,-5
CC1(C)Cc2nc3sc4c(OCc5ccccc5)ncnc4c3cc2CO1,6,-10,4.5,29,2,-1,11,31,0
Cc1cccc(C(=O)Nc2ccc(NC(=O)Cc3ccc(Cl)cc3)cc2)c1,-1,-4,0.5,12,-14,0,-23,-13,0
Nc1cc[n+](CC(=O)Nc2ccccc2)cc1,5,-3,0.0,16,5,0,10,-4,-3
CCCc1[nH]nc2c1C(c1ccc(OCCN3CCOCC3)c(OC)c1)C(C#N)=C(N)O2 (stereo not drawn),-5,6,1.5,11,-4,0,6,-6,-4
COc1cccc(NC(=O)Nc2nnc(CC(=O)Nc3ccccc3)s2)c1,-9,-6,0.4,3,45,-1,0,-30,3
CCOc1ccccc1NC(=O)COC(=O)c1nc2nccc(C)n2n1,14,5,0.5,8,-18,2,9,-3,2
O=C(Nc1ccc(F)cc1)C(Sc1nnc2ccccn12)c1ccccc1 (stereo not drawn),-9,2,2.1,21,20,2,2,8,-1
CC(C)(C)NC(=O)c1ccncc1,7,6,-2.1,6,13,-4,13,0,-5
C=Cc1cccc(NC(=O)COc2ccccc2)c1,-13,9,-1.4,-5,-12,-4,8,10,-5
Fc1ccccc1Cn1nnc2c(NCc3ccccn3)ncnc21,10,1,0.8,14,-19,6,42,3,-3
COc1ccc(O)c(CNn2c(-c3ccc(Br)cc3)nc3ccccc3c2=O)c1,-5,-4,3.9,35,-4,-3,31,28,-1
NS(=O)(=O)c1ccc(CNC(=S)NC2CCCC2)cc1,-3,-9,9.0,-9,-14,-3,-7,-3,0
CC(C)CCNC(=O)c1ccc2c(c1)N(C)C(=O)c1ccccc1S2,-14,2,-0.6,20,27,-5,19,-12,2

# Four of the compounds above, with values under each structure:
# Under each structure: APJ antagonist, CXCR6 block, UPR CHOP act, tim10-1 inh, Mdm2-MdmX inh, APJ ag, tim23-1 inh, TIM10 inh, UPR XBP1 act
CC(C)(C)NC(=O)c1ccncc1
 : 7, 6, -2.1, 6, 13, -4, 13, 0, -5
C=Cc1cccc(NC(=O)COc2ccccc2)c1
 : -13, 9, -1.4, -5, -12, -4, 8, 10, -5
Fc1ccccc1Cn1nnc2c(NCc3ccccn3)ncnc21
 : 10, 1, 0.8, 14, -19, 6, 42, 3, -3
COc1ccc(O)c(CNn2c(-c3ccc(Br)cc3)nc3ccccc3c2=O)c1
 : -5, -4, 3.9, 35, -4, -3, 31, 28, -1

# Following part:
SMILES,APJ antagonist,CXCR6 block,UPR CHOP act,tim10-1 inh,Mdm2-MdmX inh,APJ ag,tim23-1 inh,TIM10 inh,UPR XBP1 act
Cc1ccc(S(=O)(=O)Cn2nnnc2C(C)N2CCN(C(=O)c3ccco3)CC2)cc1 (stereo not drawn),16,5,0.3,9,21,-2,11,6,0
Cn1cccc1C(=O)Nc1nccs1,6,2,3.3,10,-13,-1,10,2,1
COc1ccc(/C=N/NC(=S)Nc2ccccc2)cc1,1,-8,5.0,38,-70,-2,37,25,8
CC(C)C[C@H](NC(=O)Nc1cccc(Br)c1)C(=O)O,-2,4,7.2,8,-22,-2,4,-1,-3
c1ccc(CNc2ncnc3nc[nH]c23)cc1,10,-3,-0.2,-3,10,7,-4,5,-6
O=C(O)CCC(=O)NNC(=O)CCC(=O)NCc1ccccc1,6,-19,2.0,-5,8,-1,-6,1,-3
COc1ccc(CCNC(=O)c2cc(-c3ccco3)on2)cc1OC,-11,-6,2.9,-6,-56,-3,8,-10,2
CCOCCCNC(=O)Cn1ncc2c(=O)oc3ccccc3c21,0,-2,0.1,-20,15,4,-3,-9,-1
Cc1ccc(C)c(NC(=O)CN(C)C(=O)c2ccncc2)c1,-9,1,0.9,4,-11,0,11,9,-4
CC(=O)Nc1cccc(C(=O)OCC(=O)NC(=O)c2ccccc2)c1,7,2,1.8,5,-4,0,-1,-7,3
Clc1ccc(-c2cn3cccnc3n2)cc1,-14,-7,3.0,6,12,0,53*,1,0
CC1CCN(C(=O)C2CCN(S(=O)(=O)c3cccc4nonc34)CC2)CC1,-3,-6,-1.6,4,20,-7,6,-4,0
Cc1ccc(CNc2nc(N)c([N+](=O)[O-])c(NCc3ccccc3)n2)cc1,3,-8,0.9,16,-11,0,8,9,0
CS(=O)(=O)N1CCC(Oc2ccccc2C(=O)NC2CCCCCC2)CC1,-1,-2,-0.8,2,19,-4,11,-9,-2
O=C(C[n+]1ccccc1)Nc1nc2ccccc2s1,6,2,0.7,-9,14,-2,10,25,2
Cc1ccc2cc3cc(C(=O)N4CC(C)CC(C)C4)oc3nc2c1 (stereo not drawn),-8,2,1.7,38,-45,-4,53*,48*,3
O=C(C1CCCN1S(=O)(=O)c1cccc2nsnc12)N1CCN(c2ccc(F)cc2)CC1 (stereo not drawn),9,-2,0.0,22,22,-2,20,5,-1
CCOC(=O)N/N=C/c1c(C)nn(-c2cccc(C(F)(F)F)c2)c1Cl,-8,-9,-2.2,47*,35,1,58*,24,1
CC(=O)C(Cc1ccccc1)NC(=O)CN1CCN(Cc2ccccc2)CC1 (stereo not drawn),1,1,-1.6,0,-2,-2,7,-2,-1
COc1ccc2c(c1)sc1nc(-c3ccccc3)cn12,-11,-30,-9.5,40*,84*,3,60*,-1,-11
Cn1c(CNC(=O)CNC(=O)c2ccccc2)cc(=O)n(C)c1=O,6,-1,1.5,12,-8,-5,6,-5,-3
Cc1[nH]c2ccccc2c1SCC(=O)NC1CCCCC1,-15,2,0.5,18,7,-3,20,14,1
CNCC(=O)Nc1c(C)n[nH]c1C,6,-5,-0.3,-5,2,1,13,3,1
O=C(NC(=S)N1CCN(C/C=C/c2ccccc2)CC1)c1ccco1,19,-4,-1.4,-39,-13,0,24,-3,3
O=C(CN1CCC(n2nnc3ccccc32)CC1)NCc1cccs1,-4,3,-0.2,19,-17,0,13,-5,2
CCN(C[C@H]1N[C@@](Cc2ccccc2)(C(=O)OC)[C@H]2C(=O)N(C)C(=O)[C@@H]12)C(=O)Nc1ccc(Cl)cc1,3,-8,2.2,-1,32,-2,-6,0,0
Cc1cc(C(=O)Nc2sc(C)c(C)c2C#N)c(C)o1,22,5,-0.1,19,-14,-5,7,-4,2
CCOC(=O)C1=C(O)/C(=C\c2cc(C)n(-c3ccccc3F)c2C)N=C1C,1,-3,-0.4,1,-30,-2,-1,11,-5
NNc1nc(-c2ccccc2)nc2sc3c(c12)CCCC3,-13,-5,1.4,28,-1,1,42,33,-3
Cc1ccc2[nH]c(=O)c(CN(Cc3cccs3)S(=O)(=O)c3ccc4c(c3)OCCO4)cc2c1,9,0,0.1,13,33,-2,-2,6,-1
COc1ccc(C(=O)NC2CCCc3ccccc32)cc1S(=O)(=O)N1CCOCC1 (stereo not drawn),-9,-2,0.9,-4,2,1,6,-3,-1
CCc1ccc(OCC(=O)NNC(=O)c2cc(S(=O)(=O)N3CCOCC3)ccc2N2CCCC2)cc1,-11,1,0.3,11,-31,0,16,1,0
O=C(COc1ccc([N+](=O)[O-])cc1)Nc1ccc(C(=O)NCc2cccnc2)cc1,7,-4,-2.1,8,5,-3,-15,8,3
CCN(C(=O)CN1C(=O)c2ccc([N+](=O)[O-])cc2C1=O)C1CCCCC1,-35,7,2.2,12,17,17,22,8,-6
O=C(CCCOc1ccccc1)Nc1ncccn1,-29,-3,3.5,6,-1,-1,11,13,0
CC(=O)c1cccc(NC(=O)C(C)OC(=O)CCC2CCCCC2)c1 (stereo not drawn),1,-7,1.3,28,3,2,34,15,-2
CCOCC(=O)N1CCN(c2cccc(Cl)c2)CC1,-3,1,0.5,7,-21,-3,-8,4,-4
CC1=Nc2cc(C(=O)O)ccc2Sc2c(C)ccc(C)c21,12,-4,-0.6,2,6,0,28,2,-3
Cc1cccc(C(=O)NC(=S)NNC(=O)c2cccs2)c1,24,27,5.4,29,39,-5,-6,15,2

# Source: PubChem BioAssay (Sanford-Burnham Center for Chemical Genomics)
